Tb hexokinase: T. brucei hexokinase 1 inhibition. recombinant TbHK1, G6PDH-coupled NADH A340. inhibition, % at 10 µM. 220,000 compounds, 0.11% hits;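 active means inhibition of 50% or more in the single-dose primary screen; inactive means inhibition below 50%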
p97 inhibitor: blocks human p97 ATPase activity; P55072; recombinant p97 ATPase, Kinase-Glo ATP luminescence, 3 h; inhibition, % at 8 µM; 220,000 compounds, 0.42% hits; in the data active means inhibition above about 15%;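 further: 0% = DMSO vehicle and 100% = wells lacking enzyme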
RBBP9 inh: human RBBP9 hydrolase inhibition. AID 1515. O75884. inhibition, % at 7.94 µM. 220,000 compounds, 0.2% hits. recombinant RBBP9, FP-Rh probe fluorescence polarization;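 active means inhibition above the campaign mean of all tested compounds plus 3 SD, cut at about 14% in these data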;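 further: plate controls were DMSO wells with RBBP9 for no effect and wells lacking RBBP9 protein for full effect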
Target sequence (O75884 whole entry, looked up): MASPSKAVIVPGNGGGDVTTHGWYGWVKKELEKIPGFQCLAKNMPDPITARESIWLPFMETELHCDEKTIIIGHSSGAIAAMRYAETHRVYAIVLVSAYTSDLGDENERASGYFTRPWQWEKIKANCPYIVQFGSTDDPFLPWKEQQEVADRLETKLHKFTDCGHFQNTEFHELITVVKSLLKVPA
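Test system: recombinant human RBBP9; Timing: 30 min then 45 min, 25 °C; Detection: fluorescence polarization; Control set: RBBP9 with DMSO as uninhibited control, no-protein wells as full inhibition; Compound dosing: one concentration, 7.94 µM nominal, 0.794% DMSO; Probe or stimulus: FP-Rh activity-based probe, 375 nM before mixing.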
Calpain2 inh: calpain II (pig) inhibition. purified calpain II, fluorogenic peptide substrate, 30 min. AID 1236. 220,000 compounds, 0.37% hits. inhibition, % at 16 µM;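 active means inhibition above about 50%, limit read from the data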
Furin inh: human furin inhibition; purified furin, fluorogenic substrate cleavage; inhibition, % at 30 µM; 220,000 compounds, 0.061% hits; in the data active means inhibition above about 25%; further: inactives centre near -15
Target sequence (P09958 108-714 limits assumed): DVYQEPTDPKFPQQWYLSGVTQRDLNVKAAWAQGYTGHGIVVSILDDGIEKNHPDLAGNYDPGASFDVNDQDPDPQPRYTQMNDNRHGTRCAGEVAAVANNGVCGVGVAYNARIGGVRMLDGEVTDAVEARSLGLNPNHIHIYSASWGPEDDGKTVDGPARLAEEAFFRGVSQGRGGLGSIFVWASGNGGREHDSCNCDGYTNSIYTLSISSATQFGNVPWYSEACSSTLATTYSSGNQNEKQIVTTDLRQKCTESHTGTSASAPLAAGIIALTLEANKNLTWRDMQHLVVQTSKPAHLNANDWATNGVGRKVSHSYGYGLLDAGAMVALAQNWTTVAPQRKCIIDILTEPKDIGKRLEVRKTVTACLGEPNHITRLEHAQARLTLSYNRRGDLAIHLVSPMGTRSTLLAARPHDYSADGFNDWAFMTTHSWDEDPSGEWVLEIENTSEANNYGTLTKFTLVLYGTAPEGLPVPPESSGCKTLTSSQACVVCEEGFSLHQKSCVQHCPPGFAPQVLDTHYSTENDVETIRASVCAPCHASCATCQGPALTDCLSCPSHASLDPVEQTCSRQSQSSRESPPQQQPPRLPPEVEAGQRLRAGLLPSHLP
Runt-CBFb FRET: inhibitors of human RUNX1 Runt domain binding to CBFb | Cerulean-Runt/Venus-CBFb FRET ratio 530/480, 1 h | inhibition, % at 20 µM | 220,000 compounds, 0.46% hits | AID 1496;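 active means inhibition over about 50% at 20 µM in the single-dose screen, limit read from the data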;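 further: 0% = DMSO wells and 100% = excess unlabeled CBFb competitor control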
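Schedule: protein complex preformed 1 h, compound exposure 1 h, room temperature, dark; test system: Cerulean-labeled Runt domain protein; amount: 100 nM per protein; buffer or medium: Tris 50 mM pH 7.5, KCl, K2SO4, 0.01% BSA; read-out: loss of energy transfer signal; detection: FRET fluorescence; controls: 5 µM unlabeled CBFb as full-inhibition high control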
p47phox inh: inhibitors of human p47phox binding; 220,000 compounds, 0.53% hits; inhibition, % at 24.7 µM; p47phox/p22phox peptide binding, fluorescence polarization, 2 h; AID 1274; P14598;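 active means inhibition above about 30%, limit read from the data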;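 further: 0% = p47phox with labelled peptide and 100% = labelled peptide alone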
EBV gp42 block: EBV gp42 inhibition; Fluorescence polarization binding assay, mP read-out; inhibition, % (tested at 21.74 µM); 220,000 compounds, 0.42% hits; Q1HVG2; AID 1085; in the data active means inhibition above about 50%
Target sequence (Q1HVG2 whole entry, looked up): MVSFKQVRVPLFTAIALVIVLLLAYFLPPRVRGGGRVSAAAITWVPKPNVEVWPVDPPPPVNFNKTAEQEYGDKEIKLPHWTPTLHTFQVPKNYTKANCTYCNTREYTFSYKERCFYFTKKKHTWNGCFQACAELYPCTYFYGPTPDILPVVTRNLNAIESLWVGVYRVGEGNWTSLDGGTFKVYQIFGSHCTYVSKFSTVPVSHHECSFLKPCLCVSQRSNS
Runt-SMMHC FRET: blocks binding of human RUNX1 Runt domain to CBFb-SMMHC | Q01196+Q13951 | Cerulean-Runt/Venus-CBFb-SMMHC FRET ratio 530/480, 1 h | inhibition, % at 20 µM | 220,000 compounds, 0.74% hits;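 active means mean inhibition across duplicate retests at 20 µM reaching about 50%, limit read from the data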;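 further: 0% = DMSO wells and 100% = wells with excess untagged CBFb-SMMHC; inhibitors lower the FRET ratio by blocking Runt binding to CBFb-SMMHC; some results filed as inactive read as strong as hits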
Active calls of the source: *; i = inactive; · = not tested or not shown; [ ] = another dose, or the depositor's remark.

SMILES	Tb hexokinase	p97 inhibitor	RBBP9 inh	Calpain2 inh	Furin inh	Runt-CBFb FRET	p47phox inh	EBV gp42 block	Runt-SMMHC FRET
Cc1cc(C)c2c(n1)nn1c(NCCCN(C)C)cc(C)nc21	-13	3	-9	i	-24	22	-10	-4	64*
CCOc1ccc(Cl)cc1CSc1n[nH]c(CC)n1	4	-6	-5	-8	-15	0	-16	-20	2
CC(C)Cc1nc2sc3c(=O)n(N)cnc3c2c2c1COC(C)(C)C2	-9	3	-8	6	-21	-7	-8	-13	0
O=C(CSc1nnc(C23CC4CC(CC(C4)C2)C3)o1)Nc1ccc(N2CCOCC2)c(Cl)c1	-1	1	6	-14	-7[20 µM]	0	-6	-5	-1
CCOC(=O)c1cc2c(ccn2-c2ccc(F)cc2)n1CC(=O)NC(C)(C)C	-1	-4	-8	-47	-5	5	2	-6	4
c1ccc(CNC23CC4CC(CC(C4)C2)C3)nc1	3	0	0	13	-29	1	9	-6	1
Nc1c(C(=O)c2ccccc2O)cnn1-c1ccc(S(=O)(=O)N2CCOCC2)cc1[N+](=O)[O-]	3	-3	-5	19	1	2	0	-4	2
Cc1cc(=O)[nH]c(SCC(=O)c2ccccc2)c1C#N	1	0	-5	19	-11	17	-10	-30	10
COCCn1c(=S)[nH]c2cc(C(=O)N3CCN(c4ccc(F)cc4)CC3)ccc2c1=O	-2	3	-8	-4	-20	-3	-12	-6	-3
Cc1cccc(C)c1NC(=O)CSc1nc(C)c(CC(=O)c2ccc(Br)cc2)c(C)c1C#N	20	1	1	36	-15[20 µM]	-2	0	-18	-6
CCC/C(C)=N\Nc1nc2c(c(=O)n(C)c(=O)n2C)n1C	-4	5	4	-10	-15	12	-13	-14	-4
COc1ccccc1CC(=O)O/N=C(\N)Cc1cccc2ccccc12	3	-1	-9	12	-12	-1	-13	-9	3
CCS(=O)(=O)c1ccc(O)c(NC(=O)Nc2ccccc2OC)c1	-4	8	7	-16	-20	0	-8	-7	-1
CC1CC(C)CN(S(=O)(=O)c2ccc(C(=O)OCC(=O)NCCN3C(=O)CSC3=O)cc2)C1 (stereo not drawn)	-3	-3	-1	-53	-34	-4	-1	-17	-2
CC(=O)c1c(C)[nH]c(C(=O)NCc2ccco2)c1C	-3	3	-4	-25	-16	0	-19	-19	-2
O=C(CC1C(=O)NCCN1Cc1cccc(Oc2ccccc2)c1)NCCc1ccncc1 (stereo not drawn)	-11	1	-8	-36	-26	-3	11	12	1
CCOC(=O)C(CC)Sc1nnc2n1C(C)(C)Cc1ccccc1-2 (stereo not drawn)	-3	1	4	-5	-15	4	5	2	1
NC(=S)Nc1cc(Cl)cc(Cl)c1	-1	6	-1	0	-29	1	-4	0	1
CN(C)c1ccc(P(=O)(OCc2ccccc2)C(O)c2ccccc2)cc1 (stereo not drawn)	-12	-1	-4	-15	-17	0	-7	-13	3
CC(C)CC(=O)NC(=S)Nc1ccc(S(=O)(=O)NC(C)(C)C)cc1	26	0	-8	16	-9	-2	-10	-12	4
O=C(Nc1ccc(N2CCOCC2)cc1)c1ccc2nc(-c3ccco3)c(-c3ccco3)nc2c1	-17	2	-2	-61	-8[20 µM]	10	17	-5	-27
CCOc1nc(N=C(N)N)nc2c(C)cccc12	-5	2	-5	i	-25[20 µM]	1	-1	-2	0
COCc1c(C(=O)OC)nnn1-c1ccccc1	7	0	4	23	-18[20 µM]	1	-7	-10	-7
O=C(Nc1ccc(S(=O)(=O)Nc2nccs2)cc1)c1cc(-c2ccccc2)nc2ccccc12	-10	2	-1	9	-10	-12	-30	-17	-15
CN(C)c1nc(-c2ccccc2)nnc1C(F)(F)F	2	-9	-8	-3	-9	-5	-17	6	-2

Reprinted at random: 2 records from the list, in no set order.
SMILES	Tb hexokinase	p97 inhibitor	RBBP9 inh	Calpain2 inh	Furin inh	Runt-CBFb FRET	p47phox inh	EBV gp42 block	Runt-SMMHC FRET
CCOc1nc(N=C(N)N)nc2c(C)cccc12	-5	2	-5	i	-25[20 µM]	1	-1	-2	0
Nc1c(C(=O)c2ccccc2O)cnn1-c1ccc(S(=O)(=O)N2CCOCC2)cc1[N+](=O)[O-]	3	-3	-5	19	1	2	0	-4	2

Arranged by the number under EBV gp42 block (low to high): some entries from above.
SMILES	Tb hexokinase	p97 inhibitor	RBBP9 inh	Calpain2 inh	Furin inh	Runt-CBFb FRET	p47phox inh	EBV gp42 block	Runt-SMMHC FRET
CC(=O)c1c(C)[nH]c(C(=O)NCc2ccco2)c1C	-3	3	-4	-25	-16	0	-19	-19	-2
CN(C)c1nc(-c2ccccc2)nnc1C(F)(F)F	2	-9	-8	-3	-9	-5	-17	6	-2
O=C(CC1C(=O)NCCN1Cc1cccc(Oc2ccccc2)c1)NCCc1ccncc1 (stereo not drawn)	-11	1	-8	-36	-26	-3	11	12	1

Back to the main list, repeating the 2 entries before the break.
SMILES	Tb hexokinase	p97 inhibitor	RBBP9 inh	Calpain2 inh	Furin inh	Runt-CBFb FRET	p47phox inh	EBV gp42 block	Runt-SMMHC FRET
O=C(Nc1ccc(S(=O)(=O)Nc2nccs2)cc1)c1cc(-c2ccccc2)nc2ccccc12	-10	2	-1	9	-10	-12	-30	-17	-15
CN(C)c1nc(-c2ccccc2)nnc1C(F)(F)F	2	-9	-8	-3	-9	-5	-17	6	-2
CCOC(=O)CNC(=O)c1cc(-c2ccccn2)nc2c(C)c(Cl)ccc12	-3	-1	-4	-39	-17	-1	-34	-11	-3
COc1ccc(-c2noc(CCC(=O)NCC3CCN(Cc4cccc(C)c4)CC3)n2)cc1	14	-4	-6	-28	-6[20 µM]	0	18	-18	-1
CCOC(=O)c1cccc(NC(=O)CSc2nnc(COc3ccc(Cl)cc3)o2)c1	-9	-5	-15	23	-13	-2	-8	-18	-5
CCOC(=O)c1c(C)oc2cc(Br)c(OCC(N)=O)cc12	-5	-2	2	-8	-8[20 µM]	-2	7	-21	0
O=C(Nc1ccc(OC(F)F)cc1)Nc1cccc(C(F)(F)F)c1	6	0	-22	-27	-14[20 µM]	3	18	9	0
O=C(CC1C(=O)NCCN1C(=O)Nc1ccc(F)cc1F)Nc1cc(Cl)ccc1Cl (stereo not drawn)	-13	3	-6	1	-11	5	-7	-11	-3
O=C(COC(=O)c1cccnc1Cl)c1ccc(OC(F)F)cc1	1	4	-6	-14	-35	-2	-8	0	1
CCN1C(=O)C(CC(=O)Nc2ccc(OC)cc2)N(CCN2CCOCC2)C1=S (stereo not drawn)	-8	6	-13	-4	-14	-1	-8	-8	-1
CC(C)(C)c1ccc(-c2ncccc2O)cc1	-5	0	0	-190	-20	1	-7	-7	0
Cc1ccccc1NC(=O)NC1(C(=O)NCCCN2CCOCC2)CCCCC1	0	2	4	5	-19[20 µM]	0	2	-25	-7
O=[N+]([O-])CC(=Nc1ccc(Cl)cc1)N/N=C\c1oc(O)c2ccccc12	-14	3	1	-95	-21[20 µM]	-1	-13	-23	-6
CCc1ccc(NS(=O)(=O)c2ccc3[nH]cc(C(=O)N4CCc5ccccc54)c(=O)c3c2)cc1	-9	3	-17	-33	-17	3	-42	-15	-4
CCn1c(C(=O)N2CCc3ccccc3C2)cc2sccc21	-7	8	-8	29	-32	2	1	3	1
CCOC(=O)C1=C(C)NC(C)=C(C(=O)OCC)C1c1cc(N)ccc1OC(F)F	-6	5	-4	-55	-1[20 µM]	0	-14	-5	3
Cc1nc2ccccc2n1/N=C/c1ccc([N+](=O)[O-])o1	-13	-1	-1	·	-15[20 µM]	·	·	·	·
CCOC(=O)c1sc2c(c1C)c(=O)c(C(=O)OCC)cn2CC	-27	-4	1	-61	-3	-1	-3	-3	-1
CC(C)(C)C(=O)Nc1ccc2oc(-c3cc(F)c(F)cc3Cl)nc2c1	22	-4	-9	-106	-16[20 µM]	-1	-4	-9	-1
Clc1ccc(SCCCCN2CCOCC2)cc1	15	3	-8	23	-14	-2	-15	-5	6
COc1ccc(-n2ncc3c(NC(C)C)ncnc32)cc1	5	-2	-6	-3	-26	1	-1	-5	1
Cc1c(-c2ccccc2)c(P(=O)(N2CCOCC2)N2CCOCC2)c2ccccn12	-10	4	-5	i	-104	-1	0	1	-4
CNC(=O)C1=NCCCc2cc(OC)c(OC)cc21	5	4	0	-25	-19[20 µM]	-1	-10	-4	3
CN(c1ccccc1)S(=O)(=O)c1ccc(Cl)c(C(=O)NCCc2c[nH]c3ccccc23)c1	32	-2	-8	33	-10	1	-8	12	3
O=C(c1ccc(-c2ccccc2)cc1)C1CCCN(C(=O)Cn2cncn2)C1 (stereo not drawn)	-1	-3	3	-8	-16	0	-3	-6	0
O=C(CSc1nc2c(sc3ccccc32)c(=O)n1Cc1ccco1)NCC1CCCO1 (stereo not drawn)	-4	2	0	1	-15[20 µM]	18	-4	-3	4
Cn1c(N2CCCCC2)nc2c1c(=O)n(Cc1cccc(Br)c1)c(=O)n2C	-4	10	-3	36	-3	-3	-12	-8	0

Compounds from the list above containing bromine, in the order listed:
SMILES	Tb hexokinase	p97 inhibitor	RBBP9 inh	Calpain2 inh	Furin inh	Runt-CBFb FRET	p47phox inh	EBV gp42 block	Runt-SMMHC FRET
Cc1cccc(C)c1NC(=O)CSc1nc(C)c(CC(=O)c2ccc(Br)cc2)c(C)c1C#N	20	1	1	36	-15[20 µM]	-2	0	-18	-6
CCOC(=O)c1c(C)oc2cc(Br)c(OCC(N)=O)cc12	-5	-2	2	-8	-8[20 µM]	-2	7	-21	0
Cn1c(N2CCCCC2)nc2c1c(=O)n(Cc1cccc(Br)c1)c(=O)n2C	-4	10	-3	36	-3	-3	-12	-8	0

Continued:
SMILES	Tb hexokinase	p97 inhibitor	RBBP9 inh	Calpain2 inh	Furin inh	Runt-CBFb FRET	p47phox inh	EBV gp42 block	Runt-SMMHC FRET
CCOC(=O)CN(C(=O)CSc1nnc2c(n1)[nH]c1c(C)cc(C)cc12)c1ccccc1	-10	0	-11	-63	-12[20 µM]	-4	-14	-21	2
CN(Cc1ccccc1)C(=O)C1CCCN1S(=O)(=O)c1ccc2c(c1)n(C)c(=O)c(=O)n2C (stereo not drawn)	-54	0	-13	-26	-12	-1	4	-8	-2
CCC(=O)NC(=S)Nc1ccc(-c2nc3ccc(C)cc3s2)cc1	-19	7	-7	3	-20	0	-9	-7	3
O=C(CN1CCCCC1)Nc1cccc([N+](=O)[O-])c1	-1	3	2	-4	-5[20 µM]	2	-3	-26	-2
NC(=O)Nn1c(CCC(=O)O)ccc1-c1ccc(F)cc1	0	-8	-7	-2	2[20 µM]	-2	-11	-22	5
N/C(=N\OC(=O)CCC1CCCCC1)c1cccc([N+](=O)[O-])c1	4	-2	-2	1	-22	-2	0	1	1

Source: PubChem
